Compound activity deposited in PubChem BioAssay by several laboratories.
V1aR counter – agonists of human V1a receptor, primary screen, counter-screen for OXTR agonist project, fluorescence, CHO-V1R cells; Fluo-8 calcium fluorescence, agonist mode; 0% DMSO, 100% 3 nM vasopressin; actives 0.25% (n = 320,000); activation, % at 3 µM;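 active = activation above the mean activation of all tested compounds plus 3 SD, per screening run, cut at about 20% in these data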;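 also: signal is peak over basal fluorescence ratio across a 100 second FLIPR read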
Target sequence (P37288 whole entry, looked up): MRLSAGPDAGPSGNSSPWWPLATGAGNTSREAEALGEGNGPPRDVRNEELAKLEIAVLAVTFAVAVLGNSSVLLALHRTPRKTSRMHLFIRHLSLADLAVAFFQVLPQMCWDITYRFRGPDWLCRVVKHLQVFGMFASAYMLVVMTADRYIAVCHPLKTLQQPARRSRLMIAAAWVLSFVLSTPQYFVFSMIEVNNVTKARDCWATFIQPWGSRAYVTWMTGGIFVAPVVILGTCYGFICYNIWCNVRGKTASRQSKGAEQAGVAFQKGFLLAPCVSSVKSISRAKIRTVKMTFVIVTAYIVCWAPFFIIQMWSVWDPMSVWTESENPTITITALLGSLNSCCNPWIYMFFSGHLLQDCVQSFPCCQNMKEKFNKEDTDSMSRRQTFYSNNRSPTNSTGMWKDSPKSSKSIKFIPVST
NALP1 yeast inh – NALP1 inflammasome inhibitors in reconstituted yeast, colorimetric, S. cerevisiae, triplicate retest; S. cerevisiae NALP1/ASC/caspase-1 growth, X-gal OD620, 72 h; inhibition, % at 10 µM; actives 0.61% (n = 280,000); AID 2071, 2009; in the data active = inhibition mostly above about 24%, no sharp cut-off; inactive = mostly below about 32%; also: some compounds called inactive have numbers as strong as hits
GPR7 antag – GPR7 receptor antagonists, primary screen, cell-based, fluorescence, single concentration. Neuropeptides B/W receptor type 1 (Homo sapiens), P48145. GPR7-expressing cells, fluorescence antagonist assay. inhibition, % at 4.4 µM. actives 1.1% (n = 290,000). AID 1861, 2009; in the data active = inhibition above about 16%, passing the limit was not always enough;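 also: cells stimulated with the agonist NPW; 0% = agonist with vehicle and 100% = vehicle without agonist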
MEKK2 WT-MEK5 – modulators of MEK5 binding to wildtype MEKK2, primary screen, biochemical, multiplex bead flow cytometry, Alexa488-MEK5; actives 1.1% (n = 290,000); Alexa488-MEK5 binding to MEKK2 WT; actives lie on both sides; binding response (% of control), % at 10 µM; in the data active = binding response below about 67% or above about 130%
MEKK2 mut-MEK5 – MEK5 binding signal on mutant MEKK2 PB1, primary screen, biochemical, multiplex bead flow cytometry, Alexa488-MEK5. actives 0.35% (n = 290,000). percent response, % at 10 µM. Alexa488-MEK5 binding to MEKK2 mutant; in the data active = percent response above about 24%, passing the limit was not always enough; also: inactives centre near 1; some results filed as inactive read as strong as hits
PfM18AAP inh – PfM18AAP inhibitors, malaria aminopeptidase, primary screen, biochemical, QFRET, recombinant enzyme; H-Glu-NHMec fluorogenic cleavage; inhibition, % at 7.35 µM; actives 1.2% (n = 290,000); M18 aspartyl aminopeptidase (Plasmodium falciparum 3D7);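 active = inhibition above the campaign mean inhibition over all tested compounds plus 3 SD, cut at about 28% in these data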;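 also: 0% = plate median of test compound wells and 100% = 2 mM ZnCl2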
GalR3 antag – GalR3 antagonists in HEK293 cells, primary screen, cell-based, fluorescence readout. HEK293 GalR3-CNG cAMP membrane potential fluorescence; galR3 body fused to GalR1 C-terminus. inhibition, % at 3 µM. actives 0.44% (n = 360,000);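 active = inhibition above the screen-wide average plus 3 SD, cut at about 13% in these data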;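 also: forskolin and galanin both at EC90 stimulate the cells; cAMP rise reported by CNG channel membrane potential dye signal; 0% = forskolin plus galanin with DMSO and 100% = forskolin alone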
Target sequence (O60755 1-299 limits assumed): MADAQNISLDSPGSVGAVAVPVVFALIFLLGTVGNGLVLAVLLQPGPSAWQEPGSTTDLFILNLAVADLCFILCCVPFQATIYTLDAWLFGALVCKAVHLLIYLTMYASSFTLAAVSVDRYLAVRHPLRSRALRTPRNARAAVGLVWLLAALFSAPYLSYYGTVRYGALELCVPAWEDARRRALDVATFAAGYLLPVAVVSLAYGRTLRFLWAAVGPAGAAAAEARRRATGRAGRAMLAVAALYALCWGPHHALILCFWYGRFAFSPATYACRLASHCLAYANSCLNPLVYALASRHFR
OXTR agonist – human OXTR agonists, primary screen, fluorescence, CHO-OTR cells, Fluo-8 calcium; actives 0.32% (n = 320,000); Fluo-8 calcium fluorescence; normalized: DMSO 0%, oxytocin 100%; Oxytocin receptor (Homo sapiens), P30559; AID 2435, 2010; activation, % at 3 µM;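 active = activation above the mean of all tested compounds plus 3 SD, cutoff set per screening run, cut at about 20% in these data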;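 also: peak over basal fluorescence ratio from a 100 s FLIPR kinetic read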
OXTR potentiate – human OXTR potentiators, primary screen, fluorescence, CHO-OTR cells, Fluo-8 calcium; AID 2445, 2010; activation, % at 3 µM; Fluo-8 calcium fluorescence, potentiator mode; 0% = oxytocin EC15, 100% = EC100; Oxytocin receptor (Homo sapiens), P30559; actives 0.061% (n = 320,000);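 active = activation above that plate's cutoff, the mean activation of tested compounds plus 3 SD, cut at about 6.6% in these data, passing the limit was not always enough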;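 also: 100% uses oxytocin at 75 nM as the full agonist control; some results filed as inactive read as strong as hits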
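Assay system: CHO cell line stably expressing human OTR. Reagent: EC15 oxytocin agonist. Dosing: single dose, 3.0 µM nominal final compound concentration. Timing: compound 6 min at room temperature before oxytocin, 100 s read. Signal: kinetic Fluo-8 calcium fluorescence. Controls: oxytocin EC15 low and EC100 high.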
* = called active by the depositor; / = not tested or not shown.

Order of results: V1aR counter, NALP1 yeast inh, GPR7 antag, MEKK2 WT-MEK5, MEKK2 mut-MEK5, PfM18AAP inh, GalR3 antag, OXTR agonist, OXTR potentiate
CCOCCOC(=O)COc1ccc2c(=O)c(Oc3ccc(OC)cc3)coc2c1
 : 1.7, 23, 26, 100, 0, -3, -11, 1.9, -15
Cc1cccc(OCc2n(CC(=O)OC3CC(C)CCC3C(C)C)c3ccccc3[n+]2C)c1 (configuration not stated)
 : -0.2, 12, 61*, 183*, 30, 4, /, -1.4, 0
CC(OC(=O)c1cccc(NS(C)(=O)=O)c1)C(=O)Nc1ccc(N2CCOCC2)cc1 (configuration not stated)
 : -0.5, 5, -10, 95, 2, -2, -2, 0.3, -3
COc1ccccc1-c1nnc(SCC(=O)Nc2c(Cl)cccc2Cl)o1
 : 3.9, -9, -10, 90, -2, 4, -3, -0.6, 0
O=[N+]([O-])c1ccc(Nc2nc(Cl)nc(NCCO)n2)cc1
 : -0.2, -15, -5, 99, -1, 5, -5, -0.9, -5
COc1cc(SC)ccc1C(=O)OCC(=O)N1CCN(C(C)=O)CC1
 : 0.2, /, /, /, /, /, 0, 0.4, -3
Cc1cccc(NC(=O)CSc2nc(=O)n3ccccc3n2)c1C
 : 0.2, /, /, /, /, /, -2, 0.7, -1
Cc1c(NS(=O)(=O)c2cc(C(=O)NCCN(C)C)ccc2Cl)c(=O)n(-c2ccccc2)n1C
 : 0.3, -36, -1, 110, 3, 3, -11, 0.6, -1
O=C(N/N=C/C=C\c1cccc([N+](=O)[O-])c1)c1cccnc1
 : 0.1, /, -7, 100, -14, 4, 0, -1.5, -9
NC(=O)NC(=O)COC(=O)CCSc1ccccc1
 : -0.3, 2, -10, 99, -3, -2, 5, -0.3, -9
Cc1ccc(NC(=O)CSc2nccn(-c3ccc4c(c3)OCCO4)c2=O)cc1
 : 0.6, /, /, /, /, /, -5, -0.6, -5
COc1cc(C)ccc1S(=O)(=O)n1nc(C)cc1C
 : 3.2, -12, -2, 99, 3, -7, -7, -2.1, -20
CN(C)c1nc(OCCNC(=O)COc2ccc(Cl)cc2Cl)nc(N(C)C)n1
 : -0.8, 32, 4, 99, 3, -2, -5, -1.1, -14
CC(=O)c1[nH]c(C)c(C(C)=O)c1C
 : -0.3, 11, -14, 118, 2, -3, -2, 0.1, -7
N/C(Cc1ccc([N+](=O)[O-])cc1)=N\OC(=O)c1ccc(Br)o1
 : -0.3, 9, -2, 91, -3, 0, -3, -1.9, -5
O=C(Nc1ccccc1O)N1c2ccccc2Sc2ccccc21
 : -0.6, 4, -15, 98, 2, 2, -3, -1.0, 3
COc1cc(NC(=O)CN2C(=O)C(c3ccccc3)=NC23CCCCCC3)cc(OC)c1
 : -0.3, 18, 7, 102, -1, -5, -1, -1.3, -1
COCCNC(=S)NCCCNc1nc2cc3c(cc2cc1C#N)OCO3
 : 0.0, 9, -5, 105, 4, -3, -9, -1.4, -4
COc1ccc(C(=O)C[n+]2cccc(C(N)=O)c2)cc1
 : 0.2, 7, 2, 96, -1, -4, -15, 1.0, 1
Cc1n[nH]c(=O)c2c(NC(=O)CSc3nncn3C(C)C)oc(C)c12
 : 0.2, /, /, /, /, /, -2, 1.4, 2

Just GalR3 antag, for 3 of the compounds above:
SMILES	GalR3 antag
O=C(N/N=C/C=C\c1cccc([N+](=O)[O-])c1)c1cccnc1	0
COc1ccc(C(=O)C[n+]2cccc(C(N)=O)c2)cc1	-15
COCCNC(=S)NCCCNc1nc2cc3c(cc2cc1C#N)OCO3	-9

Going on with the list.
Order of results: V1aR counter, NALP1 yeast inh, GPR7 antag, MEKK2 WT-MEK5, MEKK2 mut-MEK5, PfM18AAP inh, GalR3 antag, OXTR agonist, OXTR potentiate
COCCn1nnnc1C(C(C)C)N(Cc1cccnc1)Cc1ccccc1Cl (configuration not stated)
 : -0.9, 10, -6, 102, 1, -1, -2, -2.2, -7
Cc1ccc(S(=O)(=O)N2CCN(S(C)(=O)=O)C2c2ccccc2)cc1 (configuration not stated)
 : 3.9, -4, 16, 109, 13, -5, -2, 1.2, -20
Cc1cc(C(=O)N/N=C/c2cccc([N+](=O)[O-])c2)c2ccccc2n1
 : 1.5, 34, 5, 101, -2, -3, 1, -0.3, -11
O=C(O)CCCC(=O)NCCc1cccc(Cl)c1
 : 0.7, 1, -17, 87, -3, 7, 2, -0.2, -8
O=C1C2C3C=CC(C3)C2C(=O)N1c1ncn[nH]1 (configuration not stated)
 : -0.1, -11, -7, 103, 6, 9, 2, 0.6, -7
N=c1c2c(ncn1Cc1ccco1)Oc1cc(O)ccc1C2c1ccccc1 (configuration not stated)
 : -0.7, 9, -2, 113, 7, 11, -1, -1.2, -20
C=CCn1c(SCC(=O)Nc2cc(C)on2)nc2c([nH]c3ccccc32)c1=O
 : -0.3, 36, -12, 102, 6, 2, -4, -1.1, -6
CCOc1ccc(C(C)=O)cc1COC(=O)c1cnc(Cl)c(Cl)c1
 : -1.8, -7, -7, 92, -2, -7, 14*, -2.0, -7
O=C(NCc1ccccn1)C(=O)N/N=C/c1ccc2c(c1)OCO2
 : -0.5, -4, 11, 83, -14, 37*, -7, -0.8, 4
O=C(NC1CCSc2ccccc21)c1cc(S(=O)(=O)N2CCOCC2)ccc1F (configuration not stated)
 : 4.5, 8, 6, 98, 2, 7, -1, 4.1, -7
Cc1ccc(CNC(=O)Nc2ccc(Cl)cc2)cc1
 : 5.2, -4, -19, 105, 0, 4, 4, 0.7, -7
CC1CC(C)CN(C(=O)CSc2nnc(-c3ccc(Cl)cc3)o2)C1 (configuration not stated)
 : 3.2, 35*, 3, 102, 3, -8, 3, -0.4, 1
N#CC[C@H](Cc1ccccc1)N1CCN(Cc2ccccc2)CCC1=O
 : 1.1, 26, 0, 104, 2, 6, -4, 1.4, 3
O=C1C2N=NN(CC(=O)N3N=C(c4cccc5ccccc45)CC3c3ccccc3)C2C(=O)N1c1ccccc1 (configuration not stated)
 : 0.4, -3, 2, 85, -5, -6, /, 1.5, -9
COc1ccc(CCC(=O)NC2CCC(C)CC2)cc1 (configuration not stated)
 : 0.3, 9, -1, 95, -4, -1, -9, 0.2, 0
CC(Nc1ccc2ccccc2c1)C(=O)N/N=C/c1ccncc1 (configuration not stated)
 : -0.7, /, /, /, /, /, -1, 0.8, -1
NNC(=O)CCCNc1ncc(C(F)(F)F)cc1Cl
 : -0.6, -19, -13, 102, 0, 2, 0, -2.6, -6
COc1ccc(NC(=O)CN(C)CC(=O)N(C)C2(C#N)CCC(C)CC2)cc1 (configuration not stated)
 : 1.8, /, /, /, /, /, -4, 2.1, -1
COc1ccc(/C=C/C(=O)NC(C)C)cc1Br
 : 0.5, 28, 3, 117, 6, -7, -7, 0.0, -2
COC(=O)c1cccc(NC(=O)CSCc2ccccc2)c1
 : 0.6, 5, 15, 100, -2, 7, -10, -0.1, -3

Individual results from the entries so far.
`O=C(NC1CCSc2ccccc21)c1cc(S(=O)(=O)N2CCOCC2)ccc1F` (configuration not stated) | V1aR counter = 4.5
`COc1ccc(CCC(=O)NC2CCC(C)CC2)cc1` (configuration not stated) | MEKK2 mut-MEK5 = -4

PfM18AAP inh: what is marked active above
molecule	NALP1 yeast inh	GPR7 antag	MEKK2 WT-MEK5	MEKK2 mut-MEK5	PfM18AAP inh	GalR3 antag	OXTR potentiate
O=C(NCc1ccccn1)C(=O)N/N=C/c1ccc2c(c1)OCO2	-4	11	83	-14	37*	-7	4

Retrieved by compound from the entries so far (2):
Order of results: V1aR counter, NALP1 yeast inh, GPR7 antag, MEKK2 WT-MEK5, MEKK2 mut-MEK5, PfM18AAP inh, GalR3 antag, OXTR agonist, OXTR potentiate
NNC(=O)CCCNc1ncc(C(F)(F)F)cc1Cl
 : -0.6, -19, -13, 102, 0, 2, 0, -2.6, -6
O=C(O)CCCC(=O)NCCc1cccc(Cl)c1
 : 0.7, 1, -17, 87, -3, 7, 2, -0.2, -8

Following part.
Order of results: V1aR counter, NALP1 yeast inh, GPR7 antag, MEKK2 WT-MEK5, MEKK2 mut-MEK5, PfM18AAP inh, GalR3 antag, OXTR agonist, OXTR potentiate
CCOC(=O)COc1nc2ccc(Br)cc2c(-c2ccccc2)c1C(C)=O
 : -0.3, -15, -2, 101, 9, 5, -2, -2.3, -7
O=C(NCc1ccc(F)cc1)c1cc(-c2cccs2)on1
 : -0.5, 12, -19, 100, 5, -1, -6, 1.1, 2
O=C(NCC1CCCO1)c1ccc(/C=N/O)nc1 (configuration not stated)
 : 1.3, -7, -9, 103, 8, 9, -2, 0.2, -4
O=C(COC(=O)Cc1c(F)cccc1Cl)NCCC1=CCCCC1
 : -1.2, 48, -3, 93, -2, -4, -4, -2.1, -14
CC(C)NC(=O)NC(=O)COC(=O)C1CCCN1C(=O)c1cccs1 (configuration not stated)
 : -0.1, -14, -7, 103, 7, -5, -4, 0.1, -9
CC1CCc2[nH]c3ccc(C(=O)N(C)CC(=O)Nc4ccccc4Br)cc3c2C1 (configuration not stated)
 : -0.4, /, /, /, /, /, -2, -0.4, -10
C/C(=N/NC(=O)CNC(=O)/C=C/c1ccccc1)c1ccco1
 : -1.3, 9, -6, 94, -5, -1, -8, -0.8, -3
Cc1cc(C)n(C(=O)Cc2cn3ccsc3n2)n1
 : 0.1, 13, 11, 102, 3, -11, -2, -0.1, -25
COc1ccc(-c2csc3ncnc(N4CCN(S(=O)(=O)c5cccs5)CC4)c23)cc1
 : -1.1, /, /, /, /, /, 1, -1.4, 2
Cc1ccc(C(=O)N(Cc2ccccc2)C(C)(C)C)cc1C
 : -0.7, 24, -13, 96, -1, -7, -2, -2.1, 1
